Bioassay records from PubChem.
PKA-R2B act – activators of PKA-R2B holoenzyme, primary screen, biochemical, fluorescence polarization, Cy5-IP20, human | AID 504700, 2011 | cAMP-dependent protein kinase catalytic subunit beta (Homo sapiens) + cAMP-dependent … | activation, % at 11.4 µM | 340,000 compounds, 0.079% hits | PKA-R2B holoenzyme dissociation; R2B truncated from residue 108, S112A mutant; 0% DMSO only, 100% 113 µM cGMP;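 active = activation above a cutoff set at the mean over all compounds plus 3 SD, cut at about 18% in these data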;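 also: higher means more holoenzyme dissociation and a rise in polarization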
NSD2 inh – NSD2 histone methyltransferase inhibitors, primary screen, biochemical, AlphaScreen, single concentration, set 2. Histone-lysine N-methyltransferase NSD2 (Homo sapiens), O96028. NSD2 peptide methylation, 120 min. inhibition, % at 12.5 µM. 310,000 compounds, 0.54% hits. AID 743445, 2014; in the data active = inhibition above about 50%
Arrestin-AP2 inh – inhibitors of beta-arrestin/AP2 binding, primary screen, biochemical, GPCR trafficking, flow cytometry | beta-arrestin 1 C-terminal peptide binding to AP2 beta2-adaptin appendage (human) | FITC-arrestin peptide / GST-AP2 beads; AP2 beta2 appendage carries R879A mutation | inhibition, % at 10 µM | 340,000 compounds, 0.31% hits | AID 504490, 2011;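 active = inhibition above a set limit, near 3 SD of compounds lacking own fluorescence, cut at about 54% in these data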;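 also: plate controls were DMSO wells for no effect and 5 µM unlabelled arrestin peptide for full effect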
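Measured by: flow cytometry, FL1 (488/535 nm); Material: AP2 appendage R879A on GSH beads; Evaluation: percent response; Timing: pre-incubation 12 min, peptide binding 1 h, room temperature; Also added: 50 nM FITC-arrestin peptide; Medium: PBS with 0.05% Tween 20 and 0.1% BSA.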
CDK5 p35 inh – inhibitors of human CDK5/p35 kinase, primary screen, biochemical, single concentration; Cyclin-dependent kinase 5 (Homo sapiens) + Cyclin-dependent kinase 5 activator 1 (Homo …; Recombinant CDK5/p35, ADP-Glo luminescence, 60 min; inhibition, % at 10 µM; 330,000 compounds, 0.01% hits;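 active = highest replicate inhibition of at least 50% and at least 75% of replicates reaching 50%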;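 also: plate controls were DMSO neutral control for no effect and GW8510 at 10 µM for full effect; many of its hits are not listed in these tables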
Target sequence (Q00535 whole entry, looked up): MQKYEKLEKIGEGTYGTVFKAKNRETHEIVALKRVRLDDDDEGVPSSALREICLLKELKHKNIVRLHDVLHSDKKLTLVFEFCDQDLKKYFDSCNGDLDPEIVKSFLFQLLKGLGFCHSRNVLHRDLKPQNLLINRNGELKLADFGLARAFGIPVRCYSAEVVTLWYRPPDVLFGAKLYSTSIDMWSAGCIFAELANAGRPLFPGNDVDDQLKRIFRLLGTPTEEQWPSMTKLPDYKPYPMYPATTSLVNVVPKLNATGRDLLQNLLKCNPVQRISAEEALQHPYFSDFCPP
Target sequence (Q15078 whole entry, looked up): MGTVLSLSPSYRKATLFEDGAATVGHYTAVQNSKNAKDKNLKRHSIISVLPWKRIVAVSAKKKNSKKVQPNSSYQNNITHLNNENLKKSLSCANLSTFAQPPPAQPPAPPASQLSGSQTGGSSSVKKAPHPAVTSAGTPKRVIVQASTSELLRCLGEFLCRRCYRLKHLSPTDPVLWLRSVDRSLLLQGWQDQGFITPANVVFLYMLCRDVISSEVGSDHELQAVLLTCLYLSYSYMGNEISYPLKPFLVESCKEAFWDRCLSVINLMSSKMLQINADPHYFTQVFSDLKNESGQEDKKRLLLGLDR
PKA-R1A activ – activators of PKA-R1A holoenzyme, primary screen, biochemical, fluorescence polarization, Cy5-IP20, bovine R1A, mouse PKAc | activation, % at 11.4 µM | 340,000 compounds, 0.083% hits | PKA-R1A dissociation; scaled: DMSO 0%, 113 µM cGMP 100% | cAMP-dependent protein kinase type I-alpha regulatory subunit (Bos taurus) + …;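 active = percent activation above the mean of all tested compounds plus 3 SD, cut at about 19% in these data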;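 also: higher means more PKAc released from R1A so a rise in polarization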
SR-BI DiI inh – inhibitors of SR-BI mediated HDL lipid uptake, primary screen, ldlA[mSR-BI] cells, fluorescence, single point; ldlA[mSR-BI] CHO cells, DiI-HDL uptake fluorescence, 3 h; inhibition, % at 12.5 µM; 320,000 compounds, 0.96% hits; AID 488896, 2010;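 active = mean replicate inhibition of at least 70% and a set share of replicates each scoring 70 or more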;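 also: 0% = median of neutral control wells and 100% = median of positive control wells; values of inactives mirror those of a sister screen read the other way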
dFosB act – activators of delta FosB homodimer, primary screen, biochemical, fluorescence polarization, TAMRA-CDK5 oligo, single point; Protein FosB (Mus musculus), P13346; purified delta FosB; percent of positive-control signal above neutral wells; activation, % at 25 µM; 340,000 compounds, 0.99% hits; AID 493131, 2011;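 active = mean activation above about 17%, with every replicate also reaching it, limit read from the data, passing the limit was not always enough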;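 also: fluorescence polarization rise as delta FosB binds a TAMRA Cdk5 AP-1 oligo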
Target sequence (P13346 whole entry, looked up): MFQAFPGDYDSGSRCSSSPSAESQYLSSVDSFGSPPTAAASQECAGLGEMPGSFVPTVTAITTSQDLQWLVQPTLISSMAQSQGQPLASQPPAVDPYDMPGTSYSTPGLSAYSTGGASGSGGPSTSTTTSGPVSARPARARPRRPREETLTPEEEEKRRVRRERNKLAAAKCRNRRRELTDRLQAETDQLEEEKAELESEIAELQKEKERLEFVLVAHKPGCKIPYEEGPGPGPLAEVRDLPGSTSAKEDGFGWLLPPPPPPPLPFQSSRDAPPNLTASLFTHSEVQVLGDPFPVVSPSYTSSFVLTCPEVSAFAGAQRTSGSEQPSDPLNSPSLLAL
MITF act – activators of MITF-driven TRPM1 promoter reporter, primary screen, cell-based, SK-MEL-5, luciferase, single point; activation, % at 12.5 µM; AID 588334, 2011; 300,000 compounds, 0.75% hits; SK-MEL-5 TRPM1-promoter luciferase, 24 h; % of positive control, neutral wells = 0;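 active = mean activation of at least 80% with every replicate also reaching 80%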;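 also: 0% = neutral control wells and 100% = parthenolide positive control wells; values of inactives mirror those of a sister screen read the other way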
SUMO Mot1 rescue – yeast Mot1-301 growth rescue at high temperature, primary screen, SUMOylation pathway inhibitor project, S. cerevisiae, ATP luminescence, 38.5C; S. cerevisiae Mot1-301 growth rescue; percent above DMSO median, 100 means doubled; growth rescue, % at 18.8 µM; 320,000 compounds, 1% hits; AID 2716, 2010;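 active = every valid replicate shows activation above 250% relative to neutral control wells; inactive = the rest, any valid replicate at or below 250%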;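 also: OY570 slx delta 5 strain wells were the positive control but not used for scaling; some compounds called inactive have numbers as strong as hits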
Pemphigus Ab inh – inhibitors of pemphigus antibody binding to DSG3, primary screen, biochemical, bead-based, flow cytometry, scFv-GFP | binding (percent of control), % at 10 µM | Desmoglein-3 (Homo sapiens), P32926 | AID 588358, 2011 | DSG3-coupled beads, scFv-anti-DSG3-GFP binding; hits give low values | 310,000 compounds, 0.48% hits;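 active = binding more than 3 SD below its plate's average and above zero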;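 also: hits lower antibody fragment binding to DSG3; some compounds called inactive have numbers as strong as hits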
SR-BI uptake up – activators of SR-BI mediated DiI-HDL uptake, primary screen, ldlA[mSR-BI] CHO cells, DiI fluorescence | 3 h; 100 = double the neutral-control signal | activation, % at 12.5 µM | 320,000 compounds, 0.096% hits | AID 504775, 2011;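 active = mean replicate activation of at least 60% and every replicate at or above 60%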;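 also: 0% = median plate neutral-control signal and 100% = twice that signal; values of inactives mirror those of a sister screen read the other way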
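Assay system: LDL receptor-deficient CHO ldlA cells overexpressing murine SR-BI / Medium: BSA-supplemented, HEPES-buffered Ham's F12, pH 7.4 / Probe or stimulus: DiI-labelled HDL at 10 µg/mL final / Timing: compound with DiI-HDL co-incubation, 3 h at 37 °C / Technique: bottom-read cell fluorescence after medium removal, ex 550/em 595 nm / Measure: HDL uptake via cellular fluorescence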
Active calls of the source: *; nt = not tested or not shown; & = joins results of further samples.

[1] O=C(Nc1ccccc1C(=O)NCC1CCCO1)c1ccccc1 (configuration not stated)
[2] O=C(c1cnn(C(=O)CN2CCCC2=O)c1)c1ccccc1O
[3] COc1ccc(C(=O)Nc2nnc(-c3ccc(F)cc3)s2)c(OC)c1
[4] CCOc1ccc(/C=c2\sc3nc(-c4ccco4)nn3c2=O)cc1OCC
[5] COc1ccc(NC(=O)COC(=O)CCc2ccc(S(=O)(=O)N3CCOCC3)cc2)c(OC)c1
[6] O=c1c2cc(Cl)cc(Cl)c2nc2n1CCC2
[7] Cc1cc(C)cc(OCC(=O)Nc2ccc3c4c(cccc24)CC3)c1
[8] COc1ccc(CCN2CC(C(=O)Nc3cc(F)ccc3F)CC2=O)cc1OC (configuration not stated)
Compound	1	2	3	4	5	6	7	8
PKA-R2B act	-1	8	-2	-7	1	-5	3	-2
NSD2 inh	-2	0	-2	6	0	-2	-5	0
Arrestin-AP2 inh	4	-12	-1	-1	-8	-26	-2	8
CDK5 p35 inh	0.2	-0.7	-0.8	0.5	-0.2	1.5	1.7	-0.7
PKA-R1A activ	-7	3	-3	2	-3	-4	5	5
SR-BI DiI inh	15	-22	12	-3	-10	-7	14	15
dFosB act	2	0	0	-7	-2	-5	-7	-11
MITF act	nt	1	-1	3	-6	-10	nt	-5
SUMO Mot1 rescue	14	-14	nt	-10	8	1	5	-3
Pemphigus Ab inh	98	101	96	nt	88	102	nt	104
SR-BI uptake up	-15	22	-12	3	10	7	-14	-15

Profiles, looked up by structure:
Results for O=C(Nc1ccccc1C(=O)NCC1CCCO1)c1ccccc1 (configuration not stated) : PKA-R2B act: -1; NSD2 inh: -2; Arrestin-AP2 inh: 4; CDK5 p35 inh: 0.2; PKA-R1A activ: -7; SR-BI DiI inh: 15; dFosB act: 2; MITF act: nt; SUMO Mot1 rescue: 14; Pemphigus Ab inh: 98; SR-BI uptake up: -15
Results for COc1ccc(C(=O)Nc2nnc(-c3ccc(F)cc3)s2)c(OC)c1 : PKA-R2B act: -2; NSD2 inh: -2; Arrestin-AP2 inh: -1; CDK5 p35 inh: -0.8; PKA-R1A activ: -3; SR-BI DiI inh: 12; dFosB act: 0; MITF act: -1; SUMO Mot1 rescue: nt; Pemphigus Ab inh: 96; SR-BI uptake up: -12

Next section
[9] Clc1cccc(Cl)c1Cn1ccc(C2CC2)n1
[10] Cc1nn(C)c(C)c1NC(=O)COc1ccc(Cl)cc1
[11] O=C(Nc1cccc(Cl)c1)c1ccc(S(=O)(=O)NCC2CCCO2)cc1 (configuration not stated)
[12] O=C(NCCn1c(-c2ccncc2)nc2ccccc21)[C@H]1CCCN1c1nc(CN2CCCCC2)cs1
[13] COc1ccc(Cn2c(O)c(C=Nc3ccc(O)cc3)c3ccccc3c2=O)cc1
[14] Cc1csc(SCC(=O)Nc2ccccc2[N+](=O)[O-])n1
[15] CC(=O)Nc1ccc2c(c1)ncn2-c1ccc(C)cc1
[16] COc1ccc(N2CCN(C(=S)Nc3ccc(F)cc3)CC2)cc1
Compound	9	10	11	12	13	14	15	16
PKA-R2B act	13	10	3	-5	-17	-4	-4	3
NSD2 inh	4	0	3	nt	4	0	-1	-1
Arrestin-AP2 inh	3	-1	26	-3	7	-1	-8	8
CDK5 p35 inh	-0.3	1.9	2.8	-3.9	-0.3	4.3	-1.5	0.0
PKA-R1A activ	-6	-6	12	5	0	-8	-2	-5
SR-BI DiI inh	8	-31	6	-2	7	28	-42	0
dFosB act	1	-5	-16	-7	-10	5	-4	-3
MITF act	71	nt	-3	2	0	3	39	nt
SUMO Mot1 rescue	10	1	-10	0	-5	168	-5	22
Pemphigus Ab inh	105	106	94	111	120	99	124	121
SR-BI uptake up	-8	31	-6	2	-7	-28	42	0

[17] CCCCNC(=O)COC(=O)c1ccc(Cl)c(S(N)(=O)=O)c1
[18] Nc1nn(-c2cccc(F)n2)cc1-c1ccccc1
[19] O=C(c1ccc(OCCN2CCCCC2)cc1)c1c(-c2ccc(O)cc2)sc2cc(O)ccc12
[20] CCc1n[nH]c(=S)n1/N=C/c1c(C)nn(-c2ccccc2)c1Cl
[21] Cc1[nH]c(=O)[nH]c(=O)c1S(=O)(=O)NCCOC12CC3CC(CC(C3)C1)C2
[22] O=C(COC(=O)c1cn(-c2ccccc2)nc1-c1ccccc1)Nc1ncc(Cl)cc1Cl
[23] O=C(/C=C/c1ccc(Br)o1)NC(c1ccccc1)c1ccccc1
[24] Cc1nnc(SCC(=O)N2CCC(Cc3ccccc3)CC2)n(N)c1=O
Compound	17	18	19	20	21	22	23	24
PKA-R2B act	-1	3	1&-2	-7	9	-5	-7	7
NSD2 inh	-1	-3	nt	0	-6	1	0	-1
Arrestin-AP2 inh	-53	-16	6&11	-20	4	-5	5	-10
CDK5 p35 inh	0.3	2.6	-0.5&1.7	-0.1	0.1	-3.6	-1.8	1.0
PKA-R1A activ	1	-10	-6&-3	6	6	-16	8	4
SR-BI DiI inh	6	20	19&25	-6	-29	29	-8	-14
dFosB act	-8	9	34*	-9	1	-6	-4	-6
MITF act	-9	49	11&0	-28	nt	10	3	1
SUMO Mot1 rescue	-10	nt	6&-3	225	-9	170	2	-17
Pemphigus Ab inh	104	100	112&103	nt	97	86	108	nt
SR-BI uptake up	nt	-20	-19&-25	6	29	-29	8	14

[25] CCc1nc(Cl)c(C#N)c2c1CSC(C)(C)C2
[26] COC(=O)CCC(=O)N1CCCC(CO)(Cc2ccccc2F)C1 (configuration not stated)
[27] CCN(CC)C(=O)CSc1nc2sc(C)c(C)c2c(=O)[nH]1
[28] CCOC(=O)CC1COCCN1C(=O)c1cc(COc2ccc(F)cc2Cl)on1 (configuration not stated)
[29] CCc1ccc2[nH]c3nc(SCC(=O)NCC4CCCO4)nnc3c2c1 (configuration not stated)
[30] S=C(NCCCNC(=S)Nc1ccccc1)Nc1ccccc1
[31] Cc1cccc(Cl)c1OCCCCn1ccnc1
[32] CCC1CCCCN1CCCNC(=O)c1ccc2c(c1)N(Cc1ccc(F)cc1)C(=O)c1ccccc1S2=O (configuration not stated)
Compound	25	26	27	28	29	30	31	32
PKA-R2B act	4	-19	-7	-1	-8	-9	-1	7
NSD2 inh	-2	-1	2	-5	-2	-1	7	4
Arrestin-AP2 inh	9	-22	-3	-11	1	11	6	-9
CDK5 p35 inh	-0.9	0.4	1.7	-0.7	-0.7	0.9	0.7	-0.5
PKA-R1A activ	-5	-13	2	1	-3	5	-12	-2
SR-BI DiI inh	19	6	4	22	nt	-10	-9	-13
dFosB act	-1	-7	-16	-5	-19	-7	-13	-6
MITF act	9	nt	-14	23	1	-6	-11	0
SUMO Mot1 rescue	-17	1	nt	-12	nt	0	343	26
Pemphigus Ab inh	102	115	102	111	nt	91	101	112
SR-BI uptake up	-19	-6	-4	-22	nt	10	9	13

Structural class, those above containing a thiophene ring, fused or not (2)
[19] O=C(c1ccc(OCCN2CCCCC2)cc1)c1c(-c2ccc(O)cc2)sc2cc(O)ccc12
[27] CCN(CC)C(=O)CSc1nc2sc(C)c(C)c2c(=O)[nH]1
Compound	19	27
PKA-R2B act	1&-2	-7
NSD2 inh	nt	2
Arrestin-AP2 inh	6&11	-3
CDK5 p35 inh	-0.5&1.7	1.7
PKA-R1A activ	-6&-3	2
SR-BI DiI inh	19&25	4
dFosB act	34*	-16
MITF act	11&0	-14
SUMO Mot1 rescue	6&-3	nt
Pemphigus Ab inh	112&103	102
SR-BI uptake up	-19&-25	-4

Further results
[33] COc1ccc(CC(C)N2CCN(c3cccc(C(F)(F)F)c3)CC2)cc1OC (configuration not stated)
[34] COc1ccc(N(C(=O)CNC(=O)c2ccco2)C(C(=O)NC2CCCC2)c2cccnc2)cc1 (configuration not stated)
[35] O=c1c(-c2ccccc2)coc2cc(O)ccc12
[36] COc1ccc(Nc2ncnc3sc(C)cc23)c(OC)c1
[37] Oc1c(CNc2ccccc2)cc(COCc2ccccc2)c2cccnc12
[38] CCOc1ccc(/C=N/NC(=O)c2cc3ccccc3cc2OC)cc1
[39] O=C(CSc1nnc2scc(-c3ccccc3)n12)c1ccc2c(c1)OCCO2
[40] Cc1cc(NC(=O)CSc2nnc(COc3cccc(C)c3C)n2Cc2ccco2)no1
Compound	33	34	35	36	37	38	39	40
PKA-R2B act	4	-7	-7	2	3	3	-15	-2
NSD2 inh	2	0	nt	-2	nt	0	nt	-1
Arrestin-AP2 inh	3	-2	8	4	55*	-5	0	3
CDK5 p35 inh	-1.1	-1.4	2.9	0.1	-0.3	0.4	-0.9	0.5
PKA-R1A activ	-4	-8	6	-2	4	-1	-2	4
SR-BI DiI inh	-4	nt	-2	-1	13	22	6	-4
dFosB act	-9	5	-7	1	-13	19*	-12	-5
MITF act	-5	-5	60	nt	-50	8	-12	-4
SUMO Mot1 rescue	-6	-8	225	-15	nt	34	-1	-3
Pemphigus Ab inh	98	117	nt	112	108	107	102	97
SR-BI uptake up	4	nt	2	1	-13	-22	-6	4
